Compound activity from PubChem.
ZTA DNA inh – counter-screen for EBNA-1 inhibitors: inhibitors of Epstein-Barr virus ZTA | P03206 | ZTA-DNA binding, fluorescence polarization | inhibition, % at 11 µM | 0.15% of 320,000 active | AID 2234; in the data active = inhibition above about 33%
Target sequence (P03206 whole entry, looked up): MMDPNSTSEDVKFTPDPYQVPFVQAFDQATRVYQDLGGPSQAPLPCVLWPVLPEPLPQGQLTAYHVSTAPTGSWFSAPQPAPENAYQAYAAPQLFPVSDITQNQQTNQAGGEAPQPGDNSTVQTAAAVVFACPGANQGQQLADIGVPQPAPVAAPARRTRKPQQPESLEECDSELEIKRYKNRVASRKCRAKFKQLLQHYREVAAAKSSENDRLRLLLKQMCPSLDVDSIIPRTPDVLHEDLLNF
EBNA-1 inh – blocks EBNA-1 binding to DNA | inhibition, % at 14.8 µM | EBNA-1 DNA binding, fluorescence polarization | AID 1950 | 0.34% of 300,000 active; in the data active = inhibition above about 28%
CTSL1 counter – counter-screen for PFM18AAP inhibitors: inhibitors of F. hepatica cathepsin L1; recombinant F. hepatica cathepsin L1, Z-Leu-Arg-MCA fluorescence; 0.49% of 300,000 active; inhibition, % at 5.96 µM;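 active = inhibition above the mean of all tested compounds plus 3 SD, set per screening campaign, cut at about 17% in these data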;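 also: 0% = plate median of test compound wells and 100% = 1 µM Z-Phe-Ala-diazomethylketone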
TPT1 inh – C. albicans TPT1 enzyme inhibition | recombinant caTPT1, FP RNA substrate dephosphorylation | inhibition, % at 5 µM | 0.81% of 300,000 active;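 active = inhibition above the mean of all tested compounds plus 3 SD, set per screening campaign, cut at about 24% in these data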;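 also: plate controls were DMSO alone for no effect and ferristatin control at 100 nM for full effect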
core dimer inh – HCV core protein dimerization inhibition. inhibition, % at 5 µM. AID 1899. 0.33% of 300,000 active. TR-FRET GST/Flag-core106 dimerization, 1536-well;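 active = inhibition above the mean of all tested compounds plus 3 SD, set per screening campaign, cut at about 45% in these data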
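test system = GST/Flag-tagged HCV core106 proteins | probe or stimulus = Eu donor and XL665 acceptor anti-tag antibodies | times = compound-protein-antibody incubation 4 h at 22.5 °C | signal = TR-FRET, excitation 340 nm, emission 617 and 671 nm | measure = percent inhibition of core106 dimerization signal | controls = wells lacking GST-core106 and wells with excess unlabelled core106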
GASC-1 inh – human JMJD2C demethylase inhibition; 0.069% of 330,000 active; GST-JMJD2C(1-420) H3K9me3 demethylation, DELFIA europium; Q9H3R0; inhibition, % at 2.35 µM;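 active = more than half of a compound's replicate wells show inhibition beyond 50%, single wells judged on their own value; inconclusive = some, but no more than half, of replicates pass 50% inhibition; inactive = no replicate passes 50% inhibition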;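 also: signal counts dimethyl H3K9 product captured on neutravidin plate; 0% = median of DMSO wells and 100% = 0.3 times that DMSO median; strong numbers were not always called active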
Target sequence (Q9H3R0 1-420 limits assumed): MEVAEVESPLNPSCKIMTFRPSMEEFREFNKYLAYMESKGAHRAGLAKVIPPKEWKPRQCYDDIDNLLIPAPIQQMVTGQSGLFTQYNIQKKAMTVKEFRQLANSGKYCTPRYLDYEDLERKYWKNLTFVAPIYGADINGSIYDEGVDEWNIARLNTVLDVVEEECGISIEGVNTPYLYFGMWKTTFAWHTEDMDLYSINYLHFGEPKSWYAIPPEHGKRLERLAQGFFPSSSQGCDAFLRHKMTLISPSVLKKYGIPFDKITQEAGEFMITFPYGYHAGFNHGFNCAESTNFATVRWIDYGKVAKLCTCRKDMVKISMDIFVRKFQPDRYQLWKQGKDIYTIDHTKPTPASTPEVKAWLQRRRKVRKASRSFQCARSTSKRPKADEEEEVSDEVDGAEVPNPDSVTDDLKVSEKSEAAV
PP5 inh – blocks human protein phosphatase 5 activity; P53041; purified PP5c, OMFP substrate fluorescence; inhibition, % at 6.7 µM; 0.18% of 320,000 active; AID 1987;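 active = inhibition above the campaign's mean inhibition across all tested compounds plus 3 SD, cut at about 9.5% in these data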;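 also: 0% = DMSO only and 100% = 100 µM cantharidin control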
CR mimetic SO – lowers age-related superoxide in aged yeast cells | S. cerevisiae aged cells, superoxide DHE fluorescence; active compounds read low | superoxide response (% of plate mean), % at 10 µM | 0.18% of 330,000 active | AID 2690;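 active = superoxide response under a set limit, about three screen SD below normal, cut at about 65% in these data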;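 also: yeast aged for seven days with compound at 30 °C before DHE staining; 100% = average MFI of all compound-treated wells on the plate with controls excluded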
PP1 counter – PP1-alpha (human) inhibition in PP5 counter-screen; AID 2235; inhibition, % at 6.7 µM; purified PP1alpha, OMFP fluorescence; P62136; 0.9% of 320,000 active;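 active = inhibition above the mean inhibition of all tested compounds plus 3 SD, computed separately for each screening campaign, cut at about 15% in these data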
Target sequence (P62136 whole entry, looked up): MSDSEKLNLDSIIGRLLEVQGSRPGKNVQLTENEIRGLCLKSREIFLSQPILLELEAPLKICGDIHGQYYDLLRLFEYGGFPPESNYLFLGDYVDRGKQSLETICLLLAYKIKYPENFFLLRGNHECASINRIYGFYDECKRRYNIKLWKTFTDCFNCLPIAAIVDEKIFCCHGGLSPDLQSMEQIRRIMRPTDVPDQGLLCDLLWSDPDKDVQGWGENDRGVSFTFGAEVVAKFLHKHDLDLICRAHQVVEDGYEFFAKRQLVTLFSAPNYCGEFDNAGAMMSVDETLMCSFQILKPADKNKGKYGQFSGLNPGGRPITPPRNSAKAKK
* = called active by the depositor; i = inactive; ? = inconclusive; . = no result given. An unsorted share of the library. Share with any hit: about 3.1%.

Values in the order: TPT1 inh	CR mimetic SO	core dimer inh	GASC-1 inh	PP1 counter	EBNA-1 inh	ZTA DNA inh	CTSL1 counter	PP5 inh
> O=C(O)C1CC=CCC1C(=O)NCCc1ccccc1 (configuration not stated)
  -1	107	-3	-2	-3	-4	-5	-2	-1.9
> O=C(Nc1ccc(F)cc1)Nc1ccc(N2CCCC2)c(S(=O)(=O)Nc2ccccc2Cl)c1
  -2	89	14	1	24*	1	1	6	2.4
> CCc1c(C)nc(SCC(=O)Nc2cccc(Br)c2)[nH]c1=O
  4	103	0	16	-1	5	-1	-1	0.2
> O=C(CCC1CCCN(C(=O)c2cc(C3CC3)[nH]n2)C1)N1CCN(c2ccccn2)CC1 (configuration not stated)
  -3	98	-1	23	-1	-3	8	3	-1.8
> CC1(C)CC(=O)C2=C(C1)NC(=O)CC2c1ccc(N(CCC#N)CCC#N)cc1 (configuration not stated)
  1	100	-4	3	-4	-7	1	3	0.6
> CCN(Cc1ccccc1)C(=O)CCNS(=O)(=O)c1ccc2c(c1)CC(C)N2C(C)=O (configuration not stated)
  -1	104	1	16	4	-4	12	1	2.8
> O=C(Nc1ccc2c(c1)OCO2)C1CCCN1C(=O)OCc1ccccc1 (configuration not stated)
  5	111	3	-3	-2	-3	4	1	1.2
> O=C(CCN1C(=O)COc2ccccc21)N1CCN(c2ccccn2)CC1
  -1	93	2	-8	-2	1	9	-4	1.6
> COC(=O)c1cc(C)nc(Sc2ccccc2N)n1
  -1	98	-14	2	-1	3	4	0	-0.3
> COc1ccc(Nc2nc(C(=O)N(CCO)Cc3ccccc3)cs2)cc1
  1	96	-3	-3	0	6	10	1	-1.1
> COc1ccccc1-c1csc2ncnc(Sc3nnnn3C)c12
  .	125	.	1	-6	.	-8	.	1.8
> CCOCC(=O)N(CC)Cc1ccccc1
  0	82	0	-5	2	-2	6	-1	1.2
> CCCCN(C1CCS(=O)(=O)C1)S(=O)(=O)c1ccc(OC)cc1 (configuration not stated)
  -1	107	-1	4	-3	3	1	6	0.3
> Brc1ccccc1OCCN1CCCC1
  2	97	2	-2	-4	-5	-2	-3	0.1
> COc1cc(/C=C/C(=O)NCCN2CCOCC2)cc(OC)c1OC
  1	88	-2	-6	-5	9	9	2	-0.6
> O=C(NCc1ccccn1)c1cc2ccccn2n1
  1	111	-8	4	-3	-8	-2	3	3.4
> O=C(CCN1C(=O)/C(=C/c2ccccc2)SC1=S)N1CCCCCC1
  1	97	16	-10	10	1	-10	-2	1.4
> Cn1cccc1P(=O)(c1cccn1C)c1cccn1C
  0	82	3	0	-1	-1	12	3	-0.6
> COc1ccc(N2CCN(C(CNC(=O)C(=O)NCc3ccncc3)c3ccco3)CC2)cc1 (configuration not stated)
  -2	97	-2	-3	-3	2	13	-1	-1.8
> COc1ccc(-c2noc(COc3ccc4c(c3)OCO4)n2)cc1OC
  1	102	0	22	0	-6	9	-5	-0.4
> CCCOc1ccc(Cc2nn3c(=O)/c(=C/c4ccco4)sc3nc2=O)cc1
  -2	101	3	-12	2	13	-9	-1	-0.1
> Cc1c(C(=O)OCc2ccccc2)[nH]c2c1C(=O)CC(c1ccco1)C2 (configuration not stated)
  1	97	51*	19	9	14	17	0	0.1
> CCN1CCN(C(c2cccs2)C(C)NC(=O)c2ccco2)CC1 (configuration not stated)
  0	108	-1	9	8	-1	7	-1	0.0
> CN(C)S(=O)(=O)N1CCN(c2ccc([N+](=O)[O-])cc2)CC1
  -4	87	-6	i	-2	14	7	0	-0.2
> C=CCn1c(C(C)NC(=O)c2ccccc2C)n[nH]c1=S (configuration not stated)
  -5	97	-6	-1	-1	10	5	3	0.3
> Brc1ccc(-n2cnc(-c3ccccc3)c2)cc1
  -2	82	8	-4	2	1	-2	1	1.4
> CCn1c(SCC(=O)Nc2cc(C)ccc2C)nc2c(c1=O)SC(C)C2 (configuration not stated)
  1	96	-2	-12	-4	2	11	-1	-1.2
> COC(=O)CCC(=O)Nc1ccc(C)cc1OC(=O)CCC(=O)OC
  -7	100	-1	.	-6	-6	3	-15	-0.7
> CN(C)CCOCCSc1ccc(Cl)cc1
  0	112	-1	-3	-4	10	11	3	-2.2
> CC1(C(=O)NNC(=O)c2ccc(=O)oc2)CC1Br (configuration not stated)
  -9	101	1	8	0	6	4	-2	-1.5

Some of these compounds in order of the PP5 inh value, smallest number first.
| smiles | PP5 inh |
| --- | --- |
| O=C(O)C1CC=CCC1C(=O)NCCc1ccccc1 (configuration not stated) | -1.9 |
| O=C(CCC1CCCN(C(=O)c2cc(C3CC3)[nH]n2)C1)N1CCN(c2ccccn2)CC1 (configuration not stated) | -1.8 |
| CCc1c(C)nc(SCC(=O)Nc2cccc(Br)c2)[nH]c1=O | 0.2 |

Further records follow.
Values in the order: TPT1 inh	CR mimetic SO	core dimer inh	GASC-1 inh	PP1 counter	EBNA-1 inh	ZTA DNA inh	CTSL1 counter	PP5 inh
> CCOC(=O)C1CCCN(S(=O)(=O)CCNC(=O)c2ccc3c(c2)OCO3)C1 (configuration not stated)
  0	85	2	-3	-8	12	12	0	-1.9
> CCOC(=O)c1nnn(-c2nonc2N)c1CSc1ccccc1
  -1	99	-2	7	1	10	19	1	1.4
> O=C1/C(=C2\C(=O)N(Cc3ccc(F)cc3)c3ccccc32)SC(=S)N1CCS(=O)(=O)O
  0	117	5	2	4	-5	-16	2	2.0
> O=C(c1noc2c1CCCC2)N1CCOCC1
  -3	100	1	?	2	-9	7	4	0.0
> CCn1ccnc1CNC(=O)c1cc(COc2ccc(F)cc2F)on1
  2	100	2	20	6	-1	7	-4	1.3
> Cc1cccc(COC(=O)Nc2ccc(NC(=O)c3ccccc3Cl)cc2)c1
  -1	93	5	-1	-1	48*	-13	2	3.9
> CCOC(=O)C1CCCN(Cc2cc(Br)ccc2OC)C1 (configuration not stated)
  -3	96	0	.	-2	-2	-15	9	-2.4
> COc1ccc(CC(=O)Nc2c(C(=O)N3CCN(c4ncccn4)CC3)oc3ccccc23)cc1OC
  4	84	4	4	-3	-4	8	-1	-1.0
> C#CCNC(=O)c1cccn1-c1ncc(C(F)(F)F)cc1Cl
  -1	90	-4	-10	4	-7	4	1	3.2
> CCN(Cc1ccncc1)C(=O)CCc1nnc(CCc2ccccc2OC)o1
  -1	104	-2	4	-5	-2	-14	-1	0.3
> COc1ccccc1N1C(=O)C2C(C(=O)c3ccccc3)=NN(c3ccccc3OC)C2C1=O (configuration not stated)
  7	94	5	-6	-4	-5	7	-3	0.5
> O=C(NNC(=O)c1cccnc1SCc1cccc([N+](=O)[O-])c1)c1ccccn1
  6	110	-9	-12	20*	-3	1	-2	-0.6
> CCC1=NN(C(=O)Cc2ccc(OC)cc2)C(O)(C(F)(F)F)C1 (configuration not stated)
  -2	103	-11	-4	-3	0	9	0	1.4
> O=C(CSc1nccc(-c2cccs2)n1)Nc1ccccc1
  -6	102	6	4	-5	1	-10	6	-1.4
> C=CCN1C(=O)CS/C1=N/c1nccs1
  4	94	-1	11	-2	3	-7	-2	-0.1
> O=C(N/N=C/c1cccc(Br)c1)c1ccc(Br)cc1
  0	93	2	4	2	6	19	4	2.8
> CN(C)CCNc1nc2c(c(=O)[nH]c(=O)n2C)n1CC(O)COc1ccc(Cl)cc1 (configuration not stated)
  -3	99	-1	.	-4	0	-9	-2	-1.5
> COc1ccc(NC(=O)Cn2c(=O)oc3ccccc32)cc1
  -1	103	-5	-4	-1	-3	-9	2	-1.0
> O=C(Nc1nc(-c2ccccn2)cs1)C1COc2ccccc2O1 (configuration not stated)
  -3	84	0	0	29*	-5	0	1	5.6
> CCN(CC)C(=O)Oc1cc(=O)n2c3c(cccc13)CCC2
  -2	112	-1	22	1	9	-19	-1	1.3
> COc1ccc(N2CCN(C3CCCN(Cc4ccc(F)cc4)C3)CC2)cc1 (configuration not stated)
  -4	114	10	-7	0	2	-1	0	-0.1
> O=C(Nc1ccc(S(=O)(=O)Nc2nccs2)cc1)c1ccc(S(=O)(=O)N2CCOCC2)cc1
  4	101	4	-3	-2	13	6	-1	2.4
> CCc1cc(-c2n[nH]c(=S)n2C(C)c2ccccc2)cs1 (configuration not stated)
  0	107	5	15	0	4	6	1	1.0
> COc1ccc(-n2cc(-c3ccc(OC(F)F)cc3)[n+]3c2CCCCC3)cc1
  -2	106	1	-2	-3	6	2	-7	-1.1
> CC(C)C1S/C(=N/N=C/c2ccco2)NC1=O (configuration not stated)
  -2	93	-4	-3	1	-5	-5	-4	0.8
> CCOc1ccc(N=C2NC(=O)S/C2=C\c2ccc(O)cc2)cc1
  6	99	-16	10	8	22	8	5	-0.6
> O=[N+]([O-])c1ccccc1S(=O)(=O)NC1CCCCCCC1
  -3	96	-5	-1	0	4	-10	-4	6.8
> COc1ccc2[nH]c(=O)c(CN(C)C(=O)c3cccs3)cc2c1
  2	98	-1	-1	1	10	4	0	-2.1
> CC1CN(CCCCOc2ccc3ccccc3c2)CC(C)O1 (configuration not stated)
  0	91	-14	-2	1	2	6	19*	1.9
> O=C(Cc1ccccc1)NCCS(=O)(=O)N1CCN(c2ccccc2)CC1
  0	110	-4	8	-2	2	4	3	1.7
> COc1ccc(OC)c(Nc2nc3nonc3nc2N2CCCC(C)C2)c1 (configuration not stated)
  -3	98	-5	3	-2	13	-3	1	-0.1
> COc1cccc(NC(=O)C2CCN(C(=O)[C@@H]3Cc4ccccc4CN3C(=O)OC(C)(C)C)CC2)c1
  0	104	-4	-6	2	-13	-1	1	2.1
> CC(C)Cc1ccc(S(=O)(=O)N2CCOCC2)cc1
  -4	98	-2	-3	-6	11	4	-4	1.3
> C=CCNc1c2c(nc3nnnn13)CCCC2
  -2	83	-2	-8	-1	-4	-3	4	-1.9
> O=C(CSc1nnc(-c2ccccc2)c(-c2ccccc2)n1)NCc1ccco1
  9	111	15	1	-2	-11	-3	3	5.5
> COC(=O)CSc1cc(C)nc2ccc(OC)cc12
  0	109	0	5	-1	-3	5	1	2.0
> CN1CCN(C(=O)CN(Cc2ccc(Cl)cc2)S(C)(=O)=O)CC1
  -3	92	7	-6	-2	4	4	-1	-2.8
> CCCOC(=O)c1c(NC(=O)CCCn2nc([N+](=O)[O-])c(Cl)c2C)sc(C(=O)OC)c1C
  -1	98	6	3	0	-6	0	1	1.0
> COc1ccccc1-n1c(=O)oc2ccc(Cl)cc2c1=O
  -4	99	-2	0	-6	0	-1	0	-0.3
> O=C(Nc1ccccc1)c1ccc(S(=O)(=O)NCC2CCCO2)cc1 (configuration not stated)
  -5	139	4	5	6	-3	-17	14	-0.6
> Cc1nc2ccccc2cc1O
  3	81	-1	-7	-5	-1	16	0	-1.9
> CC(C)(C)c1ccc(OCC(=O)Nc2ccc(C(=O)Nc3ccccc3C(=O)O)cc2)cc1
  -1	107	9	-12	3	-2	-8	0	1.6
> O=C(CCC1COc2ccccc2O1)NC1CCCCC1 (configuration not stated)
  1	93	-3	4	-6	-3	-2	0	1.1
> CCOC(=O)c1sc(NC(=O)CSc2nc(O)c(Cc3ccccc3)c(=O)[nH]2)nc1C
  5	93	-1	-5	0	-5	-4	11	-1.2

core dimer inh, what is marked active above
canonical_smiles	TPT1 inh	core dimer inh	GASC-1 inh	EBNA-1 inh	PP5 inh
Cc1c(C(=O)OCc2ccccc2)[nH]c2c1C(=O)CC(c1ccco1)C2 (configuration not stated)	1	51*	19	14	0.1
